PfHsp90 set2: reduces growth (ATP signal) of yeast expressing P. falciparum Hsp90. S. cerevisiae expressing PfHsp90, BacTiter-Glo ATP, 48 h; yeast lacking PDR1 and PDR3 efflux regulators. inhibition, % at 9.4 µM. 310,000 compounds, 0.32% hits;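 active means every replicate shows inhibition above about 80%, whatever the replicate mean, limit read from the data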;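 further: 0% = DMSO neutral controls and 100% = 20 µM radicicol positive controls; yeast relying on Plasmodium falciparum Hsp90 in place of its own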
E coli growth: reduces bacterial viability in AddAB counter-screen | E. coli V3065 growth, OD600 absorbance, 18 h | inhibition, % at 11.9 µM | 330,000 compounds, 0.27% hits;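 active means inhibition above the campaign's mean inhibition across all tested compounds plus 3 SD, cut at about 9.9% in these data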;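 further: uninfected addAB+ strain grown without phage in ampicillin broth; 0% = DMSO wells and 100% = ciprofloxacin 0.95 µg/ml wells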
MOR-DOR inv ag: inverse agonist of human OPRM1-OPRD1 heterodimerization; 340,000 compounds, 0.21% hits; inhibition, % at 9.3 µM; P35372+P41143; cell-based MOR-DOR heterodimer luminescence, inverse agonism; AID 504357; in the data active means inhibition above about 22%, passing the limit was not always enough;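 further: 0% = cells with DMSO and 100% = wells without cells with DMSO; values of inactives mirror those of a sister screen read the other way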
Arrestin-AP2 inh: blocks beta-arrestin peptide binding to AP2 adaptin | FITC-arrestin peptide / GST-AP2 beads, flow cytometry; AP2 beta2 appendage carries R879A mutation | inhibition, % at 10 µM | 340,000 compounds, 0.31% hits | AID 504490;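 active means inhibition above a set limit, near 3 SD of compounds lacking own fluorescence, cut at about 54% in these data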;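 further: plate controls were DMSO wells for no effect and 5 µM unlabelled arrestin peptide for full effect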
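Assay system: GST-AP2 R879A bound to glutathione beads, E. coli-expressed; Medium: PBS with 0.05% Tween 20 and 0.1% BSA; Also added: fluorescein-tagged arrestin peptide at 50 nM final; Timing: 12 min plus 1 h, RT; Measured by: flow cytometry, FL1 (488/535 nm); Evaluation: percent drop in bead-associated FITC signal.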
SUMO Mot1 rescue: blocks SUMOylation pathway, rescuing yeast Mot1-301 growth. S. cerevisiae Mot1-301 growth rescue, ATP luminescence, 38.5C; percent above DMSO median, 100 means doubled. growth rescue, % at 18.8 µM. 320,000 compounds, 1% hits. AID 2716;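 active means every valid replicate shows activation above 250% relative to neutral control wells; inactive means the rest, any valid replicate at or below 250%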;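 further: OY570 slx delta 5 strain wells were the positive control but not used for scaling; some compounds called inactive have numbers as strong as hits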
phage Ecoli inh: E. coli growth loss with phage present | growth absorbance | inhibition, % at 11.9 µM | 360,000 compounds, 0.26% hits | AID 651602; in the data active means inhibition above about 11%
DSG3 Ab inh: blocks pemphigus antibody binding to human desmoglein-3. P32926. AID 588358. binding (percent of control), % at 10 µM. 310,000 compounds, 0.48% hits. DSG3-coupled beads, scFv-anti-DSG3-GFP binding, flow cytometry; hits give low values;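 active means binding more than 3 SD below its plate's average and above zero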;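 further: hits lower antibody fragment binding to DSG3; some compounds called inactive have numbers as strong as hits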
Target sequence (P32926 whole entry, looked up, the tested form may be a part): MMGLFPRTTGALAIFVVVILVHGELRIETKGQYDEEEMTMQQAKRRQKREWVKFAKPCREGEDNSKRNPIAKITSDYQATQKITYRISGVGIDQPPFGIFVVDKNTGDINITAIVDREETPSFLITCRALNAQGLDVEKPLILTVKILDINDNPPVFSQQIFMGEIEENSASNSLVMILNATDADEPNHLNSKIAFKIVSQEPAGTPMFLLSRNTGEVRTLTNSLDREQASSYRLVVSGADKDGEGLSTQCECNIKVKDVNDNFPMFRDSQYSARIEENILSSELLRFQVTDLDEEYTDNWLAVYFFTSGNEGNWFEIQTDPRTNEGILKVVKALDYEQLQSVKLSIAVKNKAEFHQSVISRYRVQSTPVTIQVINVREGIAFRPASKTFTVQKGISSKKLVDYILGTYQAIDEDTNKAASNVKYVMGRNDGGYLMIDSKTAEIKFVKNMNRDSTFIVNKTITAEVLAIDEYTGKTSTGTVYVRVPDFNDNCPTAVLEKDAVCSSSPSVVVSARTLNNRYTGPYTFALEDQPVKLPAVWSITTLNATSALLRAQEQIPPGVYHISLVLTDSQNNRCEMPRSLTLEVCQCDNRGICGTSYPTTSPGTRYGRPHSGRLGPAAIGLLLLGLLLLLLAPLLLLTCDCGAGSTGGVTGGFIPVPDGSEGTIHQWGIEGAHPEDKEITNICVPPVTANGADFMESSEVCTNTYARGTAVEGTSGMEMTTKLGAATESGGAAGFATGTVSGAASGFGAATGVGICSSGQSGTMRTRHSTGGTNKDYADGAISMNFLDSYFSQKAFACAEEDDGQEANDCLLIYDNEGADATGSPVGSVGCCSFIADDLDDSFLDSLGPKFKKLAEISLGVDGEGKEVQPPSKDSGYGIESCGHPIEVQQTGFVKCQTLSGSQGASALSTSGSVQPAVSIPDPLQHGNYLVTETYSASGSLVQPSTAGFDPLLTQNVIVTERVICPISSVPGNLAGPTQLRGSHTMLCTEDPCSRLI
AddAB inh: less growth of phage-infected E. coli with AddAB; AID 435030; inhibition, % at 11.9 µM; E. coli expressing H. pylori AddAB, absorbance growth; 330,000 compounds, 0.29% hits; in the data active means inhibition above about 12%;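 further: 0% = vehicle wells of infected cells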
PKA-R1A act: activates the PKA-R1A holoenzyme complex. PKA-R1A dissociation, Cy5-IP20 fluorescence polarization; scaled: DMSO 0%, 113 µM cGMP 100%. activation, % at 11.4 µM. 340,000 compounds, 0.083% hits. P00514+P68181. AID 504707;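 active means percent activation above the mean of all tested compounds plus 3 SD, cut at about 19% in these data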;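 further: higher means more PKAc released from R1A so a rise in polarization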
MOR-DOR ag: agonists of human mu-delta opioid receptor heterodimerization | activation, % at 9.3 µM | cells, OPRM1-OPRD1 heterodimerization, luminescence | 340,000 compounds, 0.3% hits; in the data active means activation above about 18%;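 further: 0% = vehicle-treated cells and 100% = reference agonist; values of inactives mirror those of a sister screen read the other way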
Tat export inh: inhibitors of E. coli Tat protein transport | 340,000 compounds, 0.036% hits | inhibition, % at 10 µM | E. coli MC4100 TorA-mCherry Tat export, fluorescence | AID 488895;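 active means mean replicate inhibition at least 50% and at least half of replicates individually reaching 50%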;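 further: exported cargo escapes ClpAP degradation while cytoplasmic cargo is degraded and loses fluorescence; 0% = median of neutral control wells and 100% = median of NaSCN control wells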
An asterisk follows results filed as active; · = no result given. Hits appear at their usual frequency; about 2.8% have a hit in one of these screens.

SMILES | PfHsp90 set2 | E coli growth | MOR-DOR inv ag | Arrestin-AP2 inh | SUMO Mot1 rescue | phage Ecoli inh | DSG3 Ab inh | AddAB inh | PKA-R1A act | MOR-DOR ag | Tat export inh
Cc1ccc(C(=O)OCC(=O)Nc2cc(C(C)(C)C)nn2-c2ccccc2)c(O)c1 | 4 | 3.5 | -15 | 17 | 11 | 0.7 | 102 | 4.5 | 1 | 2.4 | 10
COc1ccc(N2CCN(Cc3nc4sc(C)c(C)c4c(=O)[nH]3)CC2)cc1 | 22 | 2.5 | 2 | 2 | 19 | 1.8 | 100 | 4.8 | 4 | -0.4 | -1
Cn1c(SCC(=O)N2CCCCC2)nc2cccnc21 | 3 | 0.5 | 12 | -4 | -2 | 0.6 | 101 | 5.1 | -6 | -2.1 | -3
Cc1cc(C)n(-c2ccn(Cc3ccc(Cl)cc3Cl)c(=O)n2)n1 | · | 2.2 | 6 | -1 | -22 | 1.6 | 112 | 3.8 | -4 | -1.4 | 3
O=c1oc2ccccc2nc1/C=C(\O)c1ccccc1 | · | -1.5 | · | 25 | -12 | -0.1 | 111 | 2.1 | · | · | ·
COc1ccc(CCN(C)CCC(=O)Nc2cccc(C)c2)cc1OC | 4 | -1.9 | 12 | 29 | -12 | 2.8 | · | 0.7 | 1 | -2.4 | -1
O=C(CC(Cc1ccccc1)C(=O)O)NCCc1ccc2c(c1)OCO2 (stereo not drawn) | 14 | 2.0 | 9 | 4 | -12 | -1.2 | · | 2.6 | 4 | -1.8 | -1
CCN(CC)C(=O)C1CCN(Cc2cn(C)nc2-c2ccc(Oc3ccccc3)cc2)CC1 | -16 | -2.5 | -5 | 26 | 22 | 3.0 | 102 | -0.5 | 10 | 1.1 | 0
O=C(Nc1ccc(Cl)cn1)c1ccc(-c2cc(Cl)ccc2Cl)o1 | -34 | 0.3 | 5 | -8 | -11 | 2.6 | 99 | 1.6 | 7 | -0.9 | 8
Cc1ccc(Nc2cc(C)nn2-c2nc(C)cc(C)n2)cc1 | -25 | 0.6 | 11 | 1 | 14 | -0.5 | 100 | -0.3 | -5 | -1.9 | -4
CC(=O)NC(Cc1ccc(F)cc1)C(=O)NC1CCN(S(=O)(=O)c2ccccc2)CC1 (stereo not drawn) | 22 | -1.3 | 8 | -16 | -1 | -0.2 | · | 0.0 | 13 | -1.2 | 2
CCc1noc(C)c1C(=O)OC(C)C(=O)NCc1ccc(OC)cc1 (stereo not drawn) | · | -2.6 | 9 | -12 | 5 | 0.1 | · | -0.6 | -2 | -2.2 | 2
Cc1ccc(S(=O)(=O)N2CCN(C)CC2)cc1C(=O)NC1CCCCC1 | 7 | 0.1 | 11 | 12 | -11 | 1.0 | · | 3.1 | -8 | -2.0 | -6
O=C1COc2ccc(S(=O)(=O)N3CCN(c4cccc(C(F)(F)F)c4)CC3)cc2N1 | -3 | -2.9 | -64 | 7 | 7 | 2.1 | · | 1.9 | 6 | 12 | 5
Cc1onc(-c2ccccc2)c1C(=O)NC(=S)NNC(=O)c1ccc(O)cc1O | -9 | 20* | 12 | -4 | -6 | 15* | 99 | 20* | -18 | -2.0 | 2
Cc1ccsc1/C=N/Nc1nc(Cl)c(Cl)cc1Cl | -22 | -3.0 | -13 | 4 | -7 | 2.5 | 97 | 0.3 | 2 | 2.3 | 3
COc1ccccc1N1CCN(C(c2ccccc2Cl)c2nnnn2C(C)(C)C)CC1 (stereo not drawn) | 6 | -1.5 | -15 | -2 | 10 | · | 101 | 2.9 | 1 | 3.6 | 5
O=c1[nH]c2ccccc2nc1-c1cccs1 | · | -1.0 | -1 | 23 | 5 | 1.3 | · | 1.1 | -5 | 0.2 | 0
Cc1ccc(SCC(=O)Nc2nnc(C(C)(C)C)s2)cc1 | -2 | -3.9 | -27 | -6 | 1 | -0.1 | 106 | -0.4 | 1 | 5.8 | -11
Cn1c(=O)c2cn(-c3cccc4ccccc34)cc2n(C)c1=O | 6 | -1.8 | -14 | 1 | 11 | 2.9 | 107 | -3.0 | -14 | 2.4 | -8
COc1cc(OC)cc(C(=O)NC(C(=O)NCCN(C)C)C23CC4CC(CC(C4)C2)C3)c1 (stereo not drawn) | -14 | 0.6 | 4 | 1 | -9 | -0.3 | 107 | -0.4 | -6 | -0.7 | 4
CCc1ccc(NC(=O)/C(C#N)=C/c2cn(CC(=O)O)c3ccccc23)cc1 | -10 | 0.1 | 7 | 13 | -15 | 4.5 | 101 | 6.5 | 0 | -1.2 | -1
Cc1cccc(C(C)C)c1NC(=O)c1ccc(CN(c2ccccc2)S(=O)(=O)c2ccccc2)cc1 | -5 | -0.7 | -9 | 7 | -3 | 2.2 | 100 | 2.3 | -2 | 1.8 | 3
CCN(C(=O)COc1ccccc1C(=O)NCc1ccccc1)C1CCS(=O)(=O)C1 (stereo not drawn) | -7 | -0.2 | 10 | -13 | 46 | 3.3 | 104 | -1.5 | -8 | -2.7 | 16
CCOc1cc(/C=N/NC(=O)c2c(-c3ccccc3)noc2C)ccc1O | -34 | -3.2 | 5 | · | 3 | 3.3 | 100 | 1.6 | -12 | -1.0 | -2
Cc1cccc(OCCC(=O)NCC(=O)Nc2c(C)cccc2C)c1 | 21 | 1.2 | 4 | 2 | -3 | 1.3 | 94 | 2.9 | 10 | -0.7 | 13
Cn1nc([N+](=O)[O-])nc1Oc1ccccc1 | · | 2.7 | 2 | 17 | · | 4.6 | 105 | 5.8 | -4 | -0.4 | -5
CC(C)c1nc(Cl)c(C#N)c2c1CCCC2 | 4 | -0.6 | -30 | 19 | -14 | 2.1 | 93 | 1.3 | 0 | 4.2 | 1
COc1ccccc1NC(=O)Cc1ccsc1 | -37 | -1.2 | 2 | 2 | 0 | 0.7 | · | 0.2 | 2 | -0.4 | -7
COc1ccc2c(c1OC)C(=O)OC2Nc1nc(-c2cccc([N+](=O)[O-])c2)cs1 (stereo not drawn) | -20 | 1.2 | 17 | -4 | 0 | 1.3 | 107 | 0.7 | 2 | -3.4 | 5
COc1ccc2nc(NC(=O)CN3CCN(C)CC3)sc2c1 | -2 | -0.7 | 10 | -6 | 7 | 2.0 | 99 | -0.2 | -2 | -1.6 | 4
Cc1cc(NC(=O)c2cnn3cccnc23)no1 | 8 | 3.7 | 22 | 1 | 38 | 0.1 | 100 | 2.3 | -1 | -3.9 | -4
COC(=O)c1ccc(-c2cc(C(=O)O)c3cc4c(cc3n2)OCCO4)cc1 | -9 | 0.6 | 10 | 26 | -3 | 2.0 | 99 | 1.6 | -3 | -2.1 | -6
O=C(/C=C/c1ccc2c(c1)OCO2)NCCSCc1c(Cl)cccc1Cl | -68 | 0.8 | 5 | 16 | 1 | 3.9 | 96 | 0.0 | -7 | -0.7 | 1
Cc1cc2c(cc1C)N[C@]1(C[C@H]3CCCC(=O)N4CC[C@@H](C1)[C@@H]34)C(=NC(C)(C)CC(C)(C)C)N2 | 25 | · | -18 | 14 | · | 2.6 | 105 | · | -8 | 3.2 | 1
O=C(COC(=O)CC1CC2CCC1C2)Nc1ccccc1[N+](=O)[O-] (stereo not drawn) | -41 | -1.1 | -16 | 6 | 11 | 0.9 | 104 | -2.5 | 6 | 3.0 | 3
O=C1CCCc2ccccc2N1Cc1ccc(F)cc1 | -5 | 1.9 | 7 | 15 | -6 | 4.7 | 99 | 1.1 | 7 | -1.4 | 2
COc1ccc(C2(c3ccc(OC)cc3)NC(=O)N(CC(=O)Nc3ccc(C(N)=O)cc3)C2=O)cc1 | -8 | -1.3 | 13 | 3 | -5 | 0.7 | 102 | -2.4 | -2 | -2.4 | 3
CC(C)[C@@H](NC(=O)OC(C)(C)C)C(=O)NCC1CCC(C(=O)N[C@@H](Cc2ccccc2)C(=O)O)CC1 (stereo partly drawn) | -3 | -0.3 | 5 | 6 | -7 | -0.9 | 103 | 0.8 | 12 | -1.0 | 10
COc1cc(C)c(C)cc1S(=O)(=O)N1CCN(Cc2ccc3c(c2)OCO3)CC1 | -13 | -1.0 | 11 | 13 | 14 | 1.0 | · | 1.6 | -10 | -2.7 | 2
Cc1cc(C)c2sc(N(CCN(C)C)C(=O)c3cc(Cl)sc3Cl)nc2c1 | -12 | -1.3 | 3 | 7 | 4 | -0.4 | 102 | -1.9 | -12 | -0.5 | -4
CC(C)c1ccc(Nc2nc(NCc3ccco3)nc(N3CCOCC3)n2)cc1 | 24 | 0.1 | 6 | 2 | -21 | 0.2 | 119 | 2.4 | -17 | -1.3 | 13
c1ccc(Cn2nnc3c(N4CCCCCC4)ncnc32)cc1 | -26 | -0.7 | -6 | 26 | -19 | 1.1 | 98 | 2.9 | -14 | 1.0 | 1
CCCCNC(=O)c1ccc(NC(C)=O)c(Cl)c1 | -1 | 0.0 | 11 | -3 | -14 | 4.9 | 83 | 0.3 | -6 | -2.2 | -3
CC1(OC(=O)CCc2ccccc2)C(=O)C=C2C=C(c3ccc(C#N)cc3)N(CCN3CCOCC3)C=C2C1=O (stereo not drawn) | · | 0.3 | -36 | 6 | -19 | 1.3 | 107 | -13 | 0 | 6.5 | -3

Taken from above.
In Arrestin-AP2 inh, `CC1(OC(=O)CCc2ccccc2)C(=O)C=C2C=C(c3ccc(C#N)cc3)N(CCN3CCOCC3)C=C2C1=O` (stereo not drawn) shows 6
In DSG3 Ab inh, `COc1ccc(C2(c3ccc(OC)cc3)NC(=O)N(CC(=O)Nc3ccc(C(N)=O)cc3)C2=O)cc1` shows 102

Continued.
SMILES | PfHsp90 set2 | E coli growth | MOR-DOR inv ag | Arrestin-AP2 inh | SUMO Mot1 rescue | phage Ecoli inh | DSG3 Ab inh | AddAB inh | PKA-R1A act | MOR-DOR ag | Tat export inh
CCOC(=O)C(C)n1cnc2scc(-c3ccc(C)c(C)c3)c2c1=O (stereo not drawn) | 53 | 0.5 | 1 | -4 | 0 | 1.5 | 104 | 5.2 | 0 | -0.2 | 8
COC(=O)c1c(-c2ccc(OC)cc2)oc2ccc(-c3cc(OC)c(OC)c(OC)c3)cc12 | 9 | -2.5 | -4 | -7 | 1 | 0.2 | 104 | 2.2 | -11 | 0.8 | 0
Cc1c(Cl)cnc(NC(=O)COC(=O)C2CC3CCCC(C2)C3=O)c1Cl (stereo not drawn) | 13 | 1.3 | 1 | -7 | 11 | 2.0 | 100 | 2.1 | -17 | -0.2 | 9
C=CCn1nc2ccccc2c1OC | 2 | -1.4 | 13 | 5 | 4 | 1.0 | 101 | -1.4 | 7 | -2.3 | -2
CCN(c1ccc2c(c1)OCO2)S(=O)(=O)c1cc(Br)cc2c1N(C(C)=O)CC2 | -11 | -1.6 | 18 | -4 | -14 | 0.6 | 101 | -1.6 | -2 | -3.1 | 9
N#Cc1cccc(Oc2ccc(S(=O)(=O)N3CCCC3)cn2)c1 | -11 | · | -4 | 16 | · | 0.8 | 97 | · | -16 | 0.6 | -6

Source: PubChem (several laboratories)
